Assay outcomes: PubChem, NMMLSC
RGS7-Gao: regulators of human RGS7-Galphao interaction; 220,000 tested, 0.35% active; Multiplexed bead flow cytometry, RGS7-Galphao binding; actives lie on both sides; binding response (% of control), % at 10 µM; in the data active = binding response below about 49% or above about 150%; inconclusive = no clear call, values can overlap the other calls; inactive = in between;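 note: fluorescent Galphao held in activated GDP-AlF4 state binding bead-coupled RGS7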
Target sequence (P09471 whole entry, looked up): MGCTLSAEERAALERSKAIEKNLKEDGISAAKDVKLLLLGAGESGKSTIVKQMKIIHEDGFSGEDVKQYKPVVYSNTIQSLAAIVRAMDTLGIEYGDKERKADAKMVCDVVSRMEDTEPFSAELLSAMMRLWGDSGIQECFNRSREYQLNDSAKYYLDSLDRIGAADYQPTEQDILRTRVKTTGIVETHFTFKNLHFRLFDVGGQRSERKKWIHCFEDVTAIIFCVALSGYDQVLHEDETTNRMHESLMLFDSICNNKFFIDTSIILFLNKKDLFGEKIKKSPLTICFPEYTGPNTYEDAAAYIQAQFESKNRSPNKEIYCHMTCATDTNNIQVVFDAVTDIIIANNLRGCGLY
RGS4-Gao reg: modulates binding of RGS4 to human Galphao; 220,000 tested, 0.33% active; binding response (% of control), % at 10 µM; P09471; AID 1415; Multiplexed bead flow cytometry; actives lie on both sides; in the data active = binding response below about 49% or above about 150%; inactive = in between;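 note: fluorescent Galphao activated with aluminum fluoride binding bead-coupled RGS4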
RGS8-Gao: human RGS8-Galphao interaction regulation; multiplexed bead flow cytometry, RGS8-Galphao binding; actives lie on both sides; response (percent of control binding), % at 10 µM; 220,000 tested, 0.34% active; P09471; in the data active = response below about 60% or above about 140%; inactive = in between;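 note: Galphao activated as the GDP aluminium fluoride complex binding bead-coupled RGS8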
* = called active by the depositor; ? = inconclusive; . = no result given. This is a subset, so the mix of outcomes need not match the whole.

SMILES	RGS7-Gao	RGS4-Gao reg	RGS8-Gao
COc1ccc2nc(C)cc(Sc3nc4ccccc4s3)c2c1	?	96.5	98.6
CC1=NN(C(C#N)c2ccc([N+](=O)[O-])cc2)C(C)(C)C1 (stereo not drawn)	?	107.5	105.9
O=C(CN1c2ccccc2Sc2ccccc21)NNC(=O)Nc1cccc(Cl)c1	?	100.0	100.0
Cn1c(SCC(=O)NNC(=S)Nc2ccccc2)nnc1-c1ccncc1	?	99.6	101.9
CCCN1C(=O)C2(SC(NC(C)=O)=NN2C(C)=O)c2cc(C)cc(C)c21 (stereo not drawn)	?	97.7	79.0
CCNC(=O)C1CC(=O)N(CCCc2ccccc2)C(=Nc2ccccc2)S1 (stereo not drawn)	?	96.7	99.8
Cc1cc(C)n(C(=O)/C=C/c2cccs2)n1	?	95.8	97.0
CCc1ccc(N2Cc3ccccc3C2)cc1	?	100.2	98.2
O=C1OCCN/C1=C\C(=O)c1ccccc1	?	102.5	104.3
Nc1ncnc(Nc2ccc(S(N)(=O)=O)cc2)n1	?	121.2	112.8
C=CCn1c(=O)[nH]c2nc3cc(N=CN(C)C)c(C)cc3nc2c1=O	?	99.3	97.8
Cc1ccc(CNC(=O)c2cc(C)nn2-c2ccccc2)cc1	?	94.8	97.0
Cc1ccc(-n2cnc3c(sc4nc(N5CCOCC5)c5c(c43)CCCC5)c2=O)cc1	?	98.5	99.4
COc1ccc(C(=O)O/N=C(\N)c2ccccn2)c(OC)c1	?	97.4	98.0
O=C(NC(=O)c1c(F)cccc1F)Nc1ccccc1SC(F)F	?	103.7	101.7
FC(F)(F)Oc1ccc(NC(=S)Nc2ccc(OC(F)(F)F)cc2)cc1	?	108.1	106.8
O=C(COC(=O)c1ccc2ccccc2c1O)NCC(F)(F)F	?	102.5	102.2
COc1cc(S(N)(=O)=O)c(OC)cc1N	?	101.4	99.9
O=C(Nc1cccc(Cl)c1N1CCOCC1)c1cccnc1Cl	?	95.3	98.4
COc1ccc(C(=O)NCC(=O)N/N=C/c2ccc([N+](=O)[O-])o2)cc1OC	?	98.9	99.3
Cc1cc(-c2ccccc2C(=O)NC2CCCCC2)on1	?	89.5	93.4
CCOc1ccc(C2NC(=S)NC3=C2CCc2ccccc23)cc1 (stereo not drawn)	?	105.9	99.7
CC1(OC(=O)CCc2ccccc2)C(=O)C=C2C=C(c3ccc(C#N)cc3)N(CC3CC3)C=C2C1=O (stereo not drawn)	?	93.4	96.2
CN(C)CCOC(=O)c1ccc2c(c1)S(=O)(=O)c1ccccc1C2=O	?	101.7	102.8
COc1ccccc1CC(=O)O/N=C(\N)c1ccccn1	?	99.0	99.4
Cc1cc(-c2nnnn2-c2ccc(F)cc2)no1	?	97.8	100.2
Cc1cccc(OCC(=O)N/N=C/c2sc(=O)n(Cc3cccc(C(=O)O)c3)c2Cl)c1	?	105.4	103.9
CCC(=O)c1ccc(SC(=O)N(C)C)cc1O	?	104.4	100.8
CC1CN(Cc2c(O)ccc3c2oc(=O)c2ccccc23)CC(C)O1 (stereo not drawn)	?	86.3	91.7
COc1ccc(CN2CCNC(=O)C2CC(=O)NCc2cccc(C)n2)c(OC)c1 (stereo not drawn)	?	99.5	99.6

Six successive compounds out of the list so far:
SMILES	RGS7-Gao	RGS4-Gao reg	RGS8-Gao
COc1ccccc1CC(=O)O/N=C(\N)c1ccccn1	?	99.0	99.4
Cc1cc(-c2nnnn2-c2ccc(F)cc2)no1	?	97.8	100.2
Cc1cccc(OCC(=O)N/N=C/c2sc(=O)n(Cc3cccc(C(=O)O)c3)c2Cl)c1	?	105.4	103.9
CCC(=O)c1ccc(SC(=O)N(C)C)cc1O	?	104.4	100.8
CC1CN(Cc2c(O)ccc3c2oc(=O)c2ccccc23)CC(C)O1 (stereo not drawn)	?	86.3	91.7
COc1ccc(CN2CCNC(=O)C2CC(=O)NCc2cccc(C)n2)c(OC)c1 (stereo not drawn)	?	99.5	99.6

The list continues:
SMILES	RGS7-Gao	RGS4-Gao reg	RGS8-Gao
CC(C)(C)c1ccc(-c2nc(O)c(CC(=O)O)s2)cc1	?	100.6	101.4
CCCCNCc1ccc(OCc2ccc(Cl)nc2)c(OC)c1	?	96.9	100.1
NC(=O)c1ccc(Cl)c2ccccc12	?	100.0	101.3
NC(=O)COC(=O)c1cc(=O)[nH]c2ccccc12	?	95.5	94.0
CCN1C(=O)c2cccc3c(S(=O)(=O)NCC4CCCO4)ccc1c23 (stereo not drawn)	?	92.7	98.5
Cc1nc(-c2ccncc2)nc(NCCNc2ncccc2C(F)(F)F)c1Cl	?	96.1	100.5
CC(C)C(=O)c1ccc(O)c(O)c1	?	95.5	96.0
CN1CCN(S(=O)(=O)c2ccc(Oc3ccc(F)cc3Br)nc2)CC1	?	100.7	99.0
O=C(NC(=S)Nc1ccccc1[N+](=O)[O-])c1ccccc1	?	103.7	101.0
CCOP(=O)(CN(CC)C(=O)c1ccccc1Br)OCC	?	99.8	101.7

Given with values ahead of the structure: entries from further up.
| RGS7-Gao | RGS4-Gao reg | RGS8-Gao | Compound |
| --- | --- | --- | --- |
| ? | 96.9 | 100.1 | CCCCNCc1ccc(OCc2ccc(Cl)nc2)c(OC)c1 |
| ? | 100.6 | 101.4 | CC(C)(C)c1ccc(-c2nc(O)c(CC(=O)O)s2)cc1 |
| ? | 100.7 | 99.0 | CN1CCN(S(=O)(=O)c2ccc(Oc3ccc(F)cc3Br)nc2)CC1 |
| ? | 95.5 | 94.0 | NC(=O)COC(=O)c1cc(=O)[nH]c2ccccc12 |

Just RGS8-Gao, for 2 of the compounds above:
SMILES	RGS8-Gao
Cc1nc(-c2ccncc2)nc(NCCNc2ncccc2C(F)(F)F)c1Cl	100.5
CC(C)(C)c1ccc(-c2nc(O)c(CC(=O)O)s2)cc1	101.4

(list continues)
SMILES	RGS7-Gao	RGS4-Gao reg	RGS8-Gao
CCN(CC)S(=O)(=O)c1cc(NS(=O)(=O)c2ccc(Cl)c(C(=O)O)c2)ccc1C	?	101.9	100.9
C#CCCOC(=O)N1C2=NC(C(=O)OC)=C(C(=O)OC)[C@@H]3N(CC=C)c4ccccc4[C@]23C[C@H]1C(=O)OC	?	107.0	107.5
CC1(OC(=O)c2ccc(Cl)nc2)C(=O)C=C2C=C3CCCN3C=C2C1=O (stereo not drawn)	?	103.3	101.1
CSC1=N/C(=C/c2cccnc2)C(=O)N1Cc1ccc(Cl)cc1	?	103.1	100.5
COC(=O)c1cc(OC)cc(O)c1C(=O)c1c(O)cc(C)cc1O	?	97.3	94.9
Fc1ccc(N2CN(Cc3cccnc3)CNC2=S)cc1	?	99.9	98.4
CCCCc1nnc2c(N(C)S(=O)(=O)c3ccc(C)cc3)nc3ccccc3n12	?	103.8	104.1
Cc1ccc(C)c(OCC(=O)O/N=C(\N)c2cccc([N+](=O)[O-])c2)c1	?	101.0	100.1
Cc1ccc(-c2csnn2)cc1	?	114.1	99.4
COCCNC(=S)N/N=C(\C)c1ccc(Cl)s1	?	96.3	97.2
O=C(Cn1cc(C(F)(F)F)ccc1=O)N/N=C/c1ccc(O)cc1	?	123.0	113.2
C/C(=N\Nc1ccc(C(=O)O)cc1)c1ccc(S(=O)(=O)NCc2ccco2)cc1	?	98.9	98.0
CN(C)c1ccc(-c2noc(C3CCN(C(=O)Nc4ccc(Cl)cc4)CC3)n2)cc1	?	99.3	102.4
Cc1[nH]n(-c2ccccc2)c(=O)c1C=Nc1cccc(F)c1	?	103.4	106.2
O=C(CCc1ccccc1)Nc1nc2c(F)cc(F)cc2s1	?	102.5	102.5
Cc1ccc(-c2cc(C(F)(F)F)n3nc(C(=O)Nc4ccon4)cc3n2)cc1C	?	99.9	104.1
CC/S(=N\S(=O)(=O)c1ccc(C)cc1)c1ccccc1 (stereo not drawn)	?	96.7	98.3
CN(C)S(=O)(=O)c1cccc(NC(=S)N/N=C/c2cc(Br)ccc2O)c1	?	108.9	105.0
CC1(OC(=O)CCc2ccccc2)C(=O)C=C2C=C(c3ccc(C#N)cc3)N(Cc3ccccc3)C=C2C1=O (stereo not drawn)	?	96.2	99.7
CC(C)CCNC(=O)c1onc(CSc2ccncc2)c1C(=O)NCCC(C)C	?	102.9	97.2
Fc1cccc(Nc2ncnc3c2cnn3-c2ccccc2)c1	?	105.8	101.6
COc1cccc(/C=N/n2c(-c3cc(C)[nH]n3)n[nH]c2=S)c1O	?	98.4	100.8
COc1ccc(C)c2sc(=NC(=O)c3cccc(N4C(=O)CCC4=O)c3)n(C)c12	?	105.2	103.9
O=C(COc1ccccc1)N/N=C/c1sc(=O)n(Cc2cccc(C(=O)O)c2)c1Cl	?	105.5	104.2
O=C(COC(=O)CCc1nc2ccccc2c(=O)[nH]1)Nc1ccc2c(c1)OCO2	?	97.3	99.0
O=C(Nc1ccccc1)N(C1=NCCC1)c1ccccc1	?	103.8	101.2
COc1ccc(Oc2ccc(C(F)(F)F)cc2NC(=O)c2ccc(C)cc2)cc1	?	104.2	103.7
CCCCOCCCNC(=O)N[C@H](C(=O)OC)C(C)CC (stereo partly drawn)	?	88.1	95.8
C/C(N)=C(/C#N)C(=O)CSc1nnc(-c2ccccc2)n1C	?	79.0	85.3
O=C1Nc2c(c(=O)[nH]c(=O)n2-c2ccc(F)cc2)C1(NS(=O)(=O)c1ccccc1)C(F)(F)F (stereo not drawn)	?	98.7	99.6
O=C1CC(N2CCN(S(=O)(=O)c3ccccc3)CC2)C(=O)N1c1ccccc1 (stereo not drawn)	?	99.8	100.5
Cc1ccc(S(=O)(=O)Nc2cc(-c3ccc(Cl)cc3)nn2C)cc1	?	103.3	101.6
O=C1NC(=O)/C(=C/c2ccccn2)S1	?	99.6	102.1
COc1cc(C(=O)Nn2c(O)c(C3=c4ccccc4=NC3=O)sc2=S)ccc1O	?	97.1	101.5
Cc1ccc(N2CC(=O)N(NC(=O)Nc3ccc(Cl)c(Cl)c3)CC2=O)cc1	?	95.6	97.5
O=C(Nc1ccc2[nH]c(=S)sc2c1)Nc1ccccc1F	?	107.6	83.0
COc1ccc(C2/C=C\CN(C(=O)NC(C)C)CC(=O)N2Cc2ccc(F)cc2)cc1 (stereo not drawn)	?	96.6	105.5
O=C(CN1C(=O)C2C3CC(C(Br)C3Br)C2C1=O)Nc1ccc(C(=O)O)cc1 (stereo not drawn)	?	104.5	102.6
O=C(COC(=O)c1cccc(O)c1)NCc1ccc2c(c1)OCO2	?	97.9	99.7
O=C(O)c1ccc(N/N=C/c2ccc3nccnc3c2)cc1	?	105.2	104.0
CCOC(=O)C(=NCC1CCCO1)NNc1cc(Cl)ccc1Cl (stereo not drawn)	?	99.5	96.7
O=[N+]([O-])c1ccc(O)c(/C=N/NC(=S)Nc2ccc(Cl)cc2Cl)c1	?	101.0	101.6
Cc1cccc(N=C2NC(=O)/C(=C/c3cccnc3)S2)c1C	?	100.7	98.3
N#C/C(=C\Nc1ccc(Cl)cn1)S(=O)(=O)c1ccccc1	?	93.5	94.0
CN1c2ccc(Cl)cc2C(=O)NC1c1ccc([N+](=O)[O-])s1 (stereo not drawn)	?	99.9	98.3
COc1ccc(C2=CC3=C(Br)C(=O)C(C)(OC(=O)c4ccc(Cl)nc4)C(=O)C3=CO2)cc1 (stereo not drawn)	?	101.4	99.7
CN(NC(=O)Nc1ccccc1)c1cnn(C)c(=O)c1Cl	?	102.1	101.8
COc1ccc(OCC(O)Cn2c(N)nc3c2c(=O)[nH]c(=O)n3C)cc1 (stereo not drawn)	?	94.3	97.4
Cc1cc(C(=O)N2CCN(c3ccc(C(F)(F)F)cn3)CC2)c(C)o1	?	99.9	100.9
O=C(O)c1ccc2c(c1)CCCN2	?	106.8	105.0

The list continues:
SMILES	RGS7-Gao	RGS4-Gao reg	RGS8-Gao
CC(/C=C/C=C/c1ccccc1)=N/NC(=O)c1ccc2c(c1)OCCO2	?	102.1	103.6
C=CCn1c(SCC(C)=O)nnc1-c1ccc2ncccc2c1	?	103.7	108.2
CN(C)c1ccc(/C=C(\C#N)c2ccccc2)cc1	?	97.5	100.4
COc1ccc(CCN2C(=NC(=O)C(C)C)SC3CS(=O)(=O)CC32)cc1 (stereo not drawn)	?	100.1	100.8
Cc1ccc(C(=O)O)cc1NC(=S)NC(=O)c1ccc(-c2ccc(Cl)cc2)o1	?	103.1	104.2
Cc1ccc2c(c1)[nH]c1c(=O)n(Cc3ccco3)cnc12	?	95.7	100.2
Cc1[nH]nc2c1C(CC(C)C)C(C#N)=C(N)O2 (stereo not drawn)	?	104.8	99.2
O=C(NCC(=O)N(Cc1ccco1)C(C(=O)NC1CCCCC1)c1ccncc1)c1cccs1 (stereo not drawn)	?	99.1	100.6
Cc1ccc(NC(=S)N/N=C/c2cccn2Cc2ccccc2F)cc1	?	106.2	101.8
CCNC(=O)COC(=O)CCC(=O)c1ccc(F)cc1	?	107.1	105.3
O=C(C1CCN(c2ncnc3c2sc2cccc(F)c23)CC1)N1CCCC1	?	106.2	103.2
CSc1nc2c(C)c(C)c(C)c(C)c2[nH]1	?	105.7	101.6
COc1ccc(C(=O)CNc2ccc(C)cc2C)cc1	?	101.1	98.8
O=C(/C=C/c1ccc2c(c1)OCCO2)c1ccccc1	?	104.6	102.8
Cc1ccc(Nc2nc(=O)c3cc([N+](=O)[O-])ccc3s2)cc1	?	97.4	101.5
Cc1ccc(C(=O)NNC(=O)Cn2nnc3ccccc32)cc1	?	104.7	102.3
CN1CCc2c(sc(NC(=O)c3ccc(S(=O)(=O)N4CCc5ccccc54)cc3)c2C(N)=O)C1	?	105.0	98.7
N/C(=N\NC(=O)Nc1ccc(Cl)cc1)c1ccccn1	?	96.9	101.2
CCn1nc(C)c(Br)c1-c1nc(CS(=O)(=O)c2ccc(F)cc2)no1	?	101.7	99.4
CNC(=S)N/N=C/c1c(C)cccc1Cl	?	102.6	102.3
Cc1cc(C)n2c(C)nnc2c1	?	101.0	104.0
CC(=O)c1c(OC(=O)c2cccc(Cl)c2)c2ccccc2n1C	.	96.7	94.4
